# Bioassay records (PubChem)
# TIM10 inh – inhibits growth of TIM10 yeast strain; S. cerevisiae TIM10 strain growth, BacTiter-Glo luminescence, 24 h; inhibition, % at 10 µM; 330,000 tested, 1.4% active;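 active = inhibition of 40% or more at the single tested concentration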;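 also: wild-type TIM10 isogenic control strain grown at permissive 25 °C; 0% = DMSO yeast wells and 100% = minimal medium wells without yeast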
# XBP1 UPR activ – adaptive UPR (XBP1) activation | CHO-XBP1 luciferase reporter, IRE1-XBP1 UPR activation, luminescence; percent of tunicamycin response, DMSO as zero | activation, % at 20 µM | AID 463104 | 330,000 tested, 0.33% active;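 active = versus positive control, 20 µM dose yields 30% or more activation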;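 also: 100% = tunicamycin at 10 µg/mL and 0% = DMSO only wells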
#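 Test system: CHO-XBP1 luciferase reporter cells | Buffer or medium: Serum-containing F12 medium, 10% FBS | Schedule: 6 h compound exposure at 37 °C, 5% CO2 | Detection: Steady-Glo luciferase glow luminescence, 10 min after reagent addition | Read-out basis: Activation, % of tunicamycin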
# NALP3 yeast inh – inhibitors of NALP3 inflammasome in yeast. Yeast reconstituted NLRP3/ASC/caspase-1, beta-gal luminescence, 24 h. inhibition, % at 10 µM. 330,000 tested, 0.39% active. AID 2825;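 active = inhibition of 50% or more; inactive = inhibition below 50%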;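 also: plate controls were induced DMSO wells for no effect and uninduced yeast grown without galactose for full effect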
# Mdm2 MdmX PPI – human Mdm2/MdmX binding inhibition. O15151+Q00987. SaOS-2 split-luciferase Mdm2/MdmX complementation, luminescence. inhibition, % at 8 µM. 330,000 tested, 3% active. AID 485346;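 active = inhibition of at least 50% at 8 µM in the primary screen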
# Target sequence (O15151 whole entry, looked up): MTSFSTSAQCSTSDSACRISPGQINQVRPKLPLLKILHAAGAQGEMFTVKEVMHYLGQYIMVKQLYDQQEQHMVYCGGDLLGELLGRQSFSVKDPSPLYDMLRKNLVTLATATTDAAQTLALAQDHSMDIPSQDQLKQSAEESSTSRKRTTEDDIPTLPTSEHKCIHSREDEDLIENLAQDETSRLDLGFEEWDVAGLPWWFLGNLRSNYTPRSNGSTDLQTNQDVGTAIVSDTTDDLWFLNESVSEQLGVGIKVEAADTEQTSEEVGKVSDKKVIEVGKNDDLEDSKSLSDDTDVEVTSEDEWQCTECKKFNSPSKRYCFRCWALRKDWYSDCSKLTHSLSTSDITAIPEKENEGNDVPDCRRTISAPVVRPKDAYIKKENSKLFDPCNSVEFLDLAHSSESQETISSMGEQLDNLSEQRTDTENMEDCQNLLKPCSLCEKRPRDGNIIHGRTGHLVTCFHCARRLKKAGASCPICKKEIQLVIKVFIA
# Target sequence (Q00987 whole entry, looked up): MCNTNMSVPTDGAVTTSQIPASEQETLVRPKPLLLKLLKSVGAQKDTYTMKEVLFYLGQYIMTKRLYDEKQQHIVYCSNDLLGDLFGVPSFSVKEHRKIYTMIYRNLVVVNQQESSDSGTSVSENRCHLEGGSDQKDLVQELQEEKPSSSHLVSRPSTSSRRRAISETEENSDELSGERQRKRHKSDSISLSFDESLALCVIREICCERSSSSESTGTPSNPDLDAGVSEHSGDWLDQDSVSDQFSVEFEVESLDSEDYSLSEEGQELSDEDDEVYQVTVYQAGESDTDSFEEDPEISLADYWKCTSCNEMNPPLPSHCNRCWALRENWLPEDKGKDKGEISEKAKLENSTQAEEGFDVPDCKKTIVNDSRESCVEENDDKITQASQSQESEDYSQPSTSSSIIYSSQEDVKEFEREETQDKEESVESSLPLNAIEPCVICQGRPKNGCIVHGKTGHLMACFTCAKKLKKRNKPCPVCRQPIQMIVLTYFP
# UPR CHOP act – apoptotic UPR (CHOP) activation. AID 449763. CHO-CHOP luciferase reporter, luminescence; percent of tunicamycin response over DMSO baseline. activation, % at 10 µM. 330,000 tested, 0.34% active;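 active = at 10 µM dose, activation of 40% or more, normalized to positive control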;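 also: 100% = tunicamycin at 10 µg/mL and 0% = DMSO alone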
#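 System: CHO-CHOP luciferase reporter cell line | Buffer or medium: F12 medium containing 10% fetal bovine serum | Doses: One dose, 10 µM in 0.5% DMSO | Times: 6 h compound exposure at 37 °C after overnight seeding | Signal: Luciferase luminescence | Read-out: % activation vs tunicamycin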
# GRIN3A LBD mod – modulates the human NR3A ligand-binding domain | NR3A LBD differential scanning fluorimetry, Tm shift; 0% = protein alone, 100% = glycine-bound protein | Tm shift relative to glycine control, % at 25 µM | 340,000 tested, 2.5% active;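 active = melting temperature shift of at least 10% of the positive control shift, at one fixed dose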
# tim10-1 inh – growth inhibitors of tim10-1 mutant yeast; S. cerevisiae tim10-1 ts strain growth, BacTiter-Glo, 24 h; AID 463190; inhibition, % at 20 µM; 330,000 tested, 2.2% active;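 active = inhibition of at least 40%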;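 also: mutant grown at 25 °C; 0% = DMSO wells with yeast and 100% = wells holding no yeast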
# APJ ag – activates the human apelin receptor APJ | AID 2520 | P35414 | CHO-K1 APJ PathHunter beta-arrestin, luminescence; 0% DMSO wells, 100% apelin | 330,000 tested, 0.11% active | activation, % at 20 µM;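 active = activation more than six SD over the plate average, tested at 20 µM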;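 also: 0% = DMSO alone and 100% = apelin-13 at 10 nM; some results filed as inactive read as strong as hits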
#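 Test system: CHO-K1 APJ beta-arrestin complementation cell line | Compound: Single test compound dose, 20 µM final, 1% DMSO | Incubation: Compound 90 min 25 °C, reagent 1 h | Measured by: beta-gal luminescence | Read-out basis: APJ–arrestin association signal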
# tim23-1 inh – tim23-1 yeast growth inhibition; S. cerevisiae tim23-1 growth, BacTiter-Glo luminescence, 24 h; inhibition, % at 20 µM; 330,000 tested, 1.3% active;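 active = growth inhibition of the mutant yeast at or above 50%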;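 also: temperature-sensitive mutant grown at 25 °C; plate controls were DMSO-treated mutant yeast for no effect and medium wells lacking yeast for full effect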
# Numbers without * were called inactive; . = no result given.
SMILES,TIM10 inh,XBP1 UPR activ,NALP3 yeast inh,Mdm2 MdmX PPI,UPR CHOP act,GRIN3A LBD mod,tim10-1 inh,APJ ag,tim23-1 inh
CCc1ccc(OC(=O)c2cccnc2)cc1,5,1,26,-38,2.3,-2,19,0,10
Cn1cc(S(=O)(=O)N2CCN(c3cccc(C(F)(F)F)c3)CC2)c(=O)n(C)c1=O,5,0,3,13,3.2,0,-1,-1,20
Cc1cnc(C)c(N2CCN(Cc3nc(-c4cccc(F)c4F)oc3C)CC2)n1,6,1,1,26,0.2,1,15,-3,15
CCCCCCCN1CCC(=O)N([C@H](CO)CC(C)C)CC1,9,-1,5,6,-1.3,-6,5,15,8
COC(=O)c1ccn(CC(=O)NC2CCCCC2)n1,2,-4,7,-13,-0.6,0,-1,-3,-11
CN1CCN(C(=O)/C=C/c2ccc([N+](=O)[O-])o2)CC1,3,-1,28,-18,3.7,2,13,2,7
Cc1cc(C)cc(N2CC(C(=O)OCC(=O)Nc3cc(C)on3)CC2=O)c1 (stereo unspecified),4,6,8,-11,1.3,-3,12,0,9
O=C(/C=C/Nc1ccc(Cc2ccc(N/C=C/C(=O)C(F)(F)F)cc2)cc1)C(F)(F)F,6,-2,15,-19,-0.7,2,20,2,16
CCC(CC)n1[nH]c(=O)c2c(C)cc(C)nc21,-4,-3,11,-13,2.3,-1,-8,-2,0
O=C(CCC1CCCN(C(=O)c2ccsc2)C1)N1CCN(c2ccccn2)CC1 (stereo unspecified),-5,-3,-1,-10,-0.2,0,12,-5,7
CCOCc1c(C(=O)OCC(=O)NCc2ccc(F)cc2)oc2ccccc12,9,-3,16,4,-0.9,1,-3,-6,-3
Cc1cc(N2CCOCC2)nc2ccc(NC(=O)CCC(=O)N3CCN(c4cccc(C(F)(F)F)c4)CC3)cc12,3,9,21,18,4.4,3,28,10,36
CC1CC(C)CN(CCCNC(=O)Cn2cccc2C(=O)c2ccccc2)C1 (stereo unspecified),-11,-2,14,13,0.5,0,22,-4,12
CCCCn1c(N)c(-c2nc3ccccc3o2)c2c([N+](=O)[O-])nn(CC)c(=O)c21,-8,-4,-6,22,-3.0,1,15,-2,7
CC1=C(C(=O)Nc2cc(C(=O)N3CCN(c4cccc(C)c4)C(C)C3)ccc2C)SCCO1 (stereo unspecified),12,-7,5,10,0.3,0,34,-2,24
CCN(CC)S(=O)(=O)c1ccc2c(c1)nc(CCC(=O)OCc1c(C)noc1C)n2C,-6,-3,-16,13,-5.8,2,19,-7,6
O=C1CCCN1C(=O)COc1cc(F)ccc1[N+](=O)[O-],8,-1,3,16,-2.3,1,-4,-3,-5
CC(C)NC(=O)c1ccc2c(c1)N(CC(=O)NC1CCCCC1)C(=O)C(C)(C)O2,10,-1,9,6,0.3,0,12,-2,3
Cc1nn(C)cc1/C=N\NC(=O)c1csc2c1CCCC2,-1,1,7,4,-1.1,0,-7,2,-1
Nc1c2c(nc3ccccc13)CSCC2,7,-1,-3,-18,1.7,0,8,0,11
O=C(CCN1C(=O)/C(=C/c2ccccc2)SC1=S)NNC(=O)c1cccnc1,-8,5,8,2,3.2,4,5,2,-15
Cc1sc(NC(=O)c2ccco2)c(C(c2cccnc2)N2CCCC2)c1C (stereo unspecified),22,2,0,19,1.0,-2,52*,-5,49
COc1ccc(OC)c2[nH]c(=O)c(CCNC(=O)c3ccc(S(=O)(=O)N4CCCCC4)cc3)cc12,-1,-4,4,21,-2.9,-1,11,-2,2
COC(=O)CN(CCc1ccccc1)S(=O)(=O)c1ccc(OC)c(OC)c1,-15,0,5,-2,-0.8,1,21,-3,10
CCNC(=O)C1CCCN1S(=O)(=O)c1ccc(C)cc1 (stereo unspecified),-10,-5,11,13,-3.3,-1,-7,-2,-2
CCCn1nc([N+](=O)[O-])c(C(C#N)c2nc3ccccc3o2)c(Cl)c1=O (stereo unspecified),30,-2,28,-17,-1.0,8,48*,-4,42
CCC(C)(C)n1nnnc1CN1CCC(NC(=O)c2ccc(Br)cc2)CC1,-55,-4,10,25,0.3,3,5,-1,6
Cc1ccc(CSc2ncn(-c3ccccc3)n2)cc1,-9,4,25,-13,1.0,0,8,-4,5
Cc1nonc1CN(C)C(=O)CC1C(=O)NCCN1Cc1ccccc1C(F)(F)F (stereo unspecified),11,-1,14,-8,-0.4,1,8,-1,14
Clc1nc(NCc2cccnc2)nc(N2CCOCC2)n1,-14,-1,22,11,0.5,2,-7,22,14
CCCC(C(=O)NC1CCCC1)N(CC1CCCO1)C(=O)CNS(=O)(=O)c1ccc(F)cc1 (stereo unspecified),-8,2,11,4,-0.2,1,13,-3,14
COc1ccc(OCC(=O)O/N=C(\N)Cc2ccc(Cl)cc2)cc1,54*,-2,28,-2,2.8,15*,62*,-3,47
Cc1cc(Cl)ccc1Oc1ncnc2onc(C)c12,4,3,2,11,0.3,2,-13,-1,19
O=C1OC(Nc2nccs2)c2ccccc21 (stereo unspecified),8,-1,16,-18,-0.2,0,15,2,-2
NC(=O)c1ccsc1NC(=O)CSc1n[nH]c(N)n1,-2,1,-7,3,1.2,2,-8,-2,1
Cc1cc(C)cc(N2C(=O)C3NN=C(C(=O)OCc4ccccc4)C3C2=O)c1 (stereo unspecified),-1,1,6,9,3.3,1,15,2,10
Cc1cc(C)n(CC(=O)NC2CCCCC2C)c(=O)c1C#N (stereo unspecified),2,-1,27,19,-0.9,.,-12,-6,-1
COc1ccccc1COC(=O)c1ccc(S(=O)(=O)N2CCOCC2)cc1,2,-4,19,6,-1.8,1,20,-3,17
Cc1ccc(/C=C(\C#N)C(=O)NC(C)C)o1,-6,0,1,-15,-0.7,1,0,3,5
O=C(c1cc(F)c(F)cc1Cl)N1CCN(CCc2ccccc2)CC1,1,-3,11,-21,-0.9,-1,11,-2,4

# Next part; the last 4 above are carried over.
SMILES,TIM10 inh,XBP1 UPR activ,NALP3 yeast inh,Mdm2 MdmX PPI,UPR CHOP act,GRIN3A LBD mod,tim10-1 inh,APJ ag,tim23-1 inh
Cc1cc(C)n(CC(=O)NC2CCCCC2C)c(=O)c1C#N (stereo unspecified),2,-1,27,19,-0.9,.,-12,-6,-1
COc1ccccc1COC(=O)c1ccc(S(=O)(=O)N2CCOCC2)cc1,2,-4,19,6,-1.8,1,20,-3,17
Cc1ccc(/C=C(\C#N)C(=O)NC(C)C)o1,-6,0,1,-15,-0.7,1,0,3,5
O=C(c1cc(F)c(F)cc1Cl)N1CCN(CCc2ccccc2)CC1,1,-3,11,-21,-0.9,-1,11,-2,4
CC1CCCC(C)N1C(=O)COc1ccc(F)cc1 (stereo unspecified),-8,-5,20,21,-0.2,0,3,-3,2
Cc1cc(C(=O)CSc2nc3ccccc3o2)c(C)n1CC1CCCO1 (stereo unspecified),7,-8,22,25,2.1,0,7,-1,-1
COc1ccccc1NC(NC(=O)c1cccnc1)C(Cl)(Cl)Cl (stereo unspecified),1,-5,1,13,0.8,-1,0,-1,19
CC(=O)Nc1ccc(-c2nnc(SCC(=O)NCc3ccco3)n2C)cc1,-9,3,13,10,-1.4,1,14,-1,1
C=CCNC(=O)CN(Cc1ccccc1)S(=O)(=O)c1ccccc1,-5,-5,27,21,0.4,0,11,-5,9
CCOc1cc(C(=O)NC)cc(Br)c1OC,1,0,6,-9,-0.6,1,8,0,16
COC(=O)c1ccc(Cl)c(NC(=O)CN(c2ccc(OC)cc2)S(=O)(=O)c2ccccc2)c1,28,-5,22,13,-2.7,-2,22,-4,30
CCCCN(C(=O)CC1CCCC1)c1c(N)n(CC(C)C)c(=O)[nH]c1=O,-6,-2,16,7,1.5,2,-1,-2,-6
COc1ccc(CNCc2c(O)c(Cl)cc3c(C)c(C)c(=O)oc23)c(OC)c1,-3,-1,16,-4,-1.8,1,19,0,17
OC(CNCC1COc2ccccc2O1)COCc1cccs1 (stereo unspecified),10,1,25,5,-1.7,1,3,-3,11
CCOC(=O)CSc1nnc(NC(=O)c2cccc(S(=O)(=O)N3CCCCC3)c2)s1,-4,-2,6,4,-0.1,-9,-3,0,14
CCCCNC(=S)N/N=C/c1cc(C)ccc1C,24,2,11,15,1.7,-3,18,-5,53*
CCOC(=O)CSc1nnc(CNC(=O)c2cccs2)n1CCc1ccccc1,-5,2,-5,17,-1.1,1,32,-4,7
Cc1ccc(Sc2c([N+](=O)[O-])c(C)nn2C)cc1,9,-2,16,8,0.2,1,-6,1,-11
CCOc1ccc(N(CC(=O)Nc2ccc(OC)cc2OC)S(=O)(=O)c2c(C)[nH]c(=O)[nH]c2=O)cc1,12,-1,11,-28,2.0,1,5,3,8
COc1cc(NS(=O)(=O)c2ccc(NC(=S)Nc3ccccc3)cc2)nc(OC)n1,7,-2,16,-6,-1.1,-2,5,9,4
Cc1ccccc1N(C(=O)c1snc(C(N)=O)c1N)C(C(=O)NCC1CCCO1)c1ccc(N(C)C)cc1 (stereo unspecified),9,3,13,-1,0.0,-2,-12,-2,4
COc1ccc(C#Cc2c(-c3ccsc3)oc3ccc(-c4cc(OC)c(OC)c(OC)c4)cc23)cc1,7,2,10,2,-0.1,-2,-7,8,12
CCn1c(SCC(=O)Nc2oc(-c3ccccc3)c(-c3ccccc3)c2C#N)nnc1-c1cc(OC)cc(OC)c1,18,0,-17,-12,0.8,-3,14,-3,18
CCCCCCSc1ccc(-c2nc3ccc(Cl)cn3c2NC2CCCCC2)cc1,-7,-2,11,34,-1.6,6,-4,-3,2
O=C(Nc1ccccc1)Nc1cccc(Cl)c1,-11,0,32,-19,4.0,29*,-17,3,-9
Cc1cc(C)cc(NC(=S)Nc2ccccn2)c1,6,-2,13,-8,2.2,-6,31,-3,41
O=C(NC1CCCC1)C(c1c(F)cccc1Cl)N(C(=O)c1csnn1)C1CC1 (stereo unspecified),-20,-5,12,21,1.3,-4,8,0,-1
Cc1ccc(C(=O)Nc2cccc3ncccc23)cc1[N+](=O)[O-],7,-2,2,-1,0.3,0,2,-5,8
O=C(Nc1ccccc1F)n1ncc2cc(Cl)ccc21,-20,-1,46,12,3.6,-1,11,-1,6
COc1cc(CN2CCCCCC2)c([N+](=O)[O-])cc1OC,-5,0,5,-8,1.8,0,-2,3,-3
COc1ccc(NC(=O)CCC(=O)Nc2nnc(C3CCCCC3)s2)cc1,1,-1,6,1,1.5,-2,12,-3,6
C/C(=N\NC(=O)COc1ccc(C(C)(C)C)cc1)c1ccc2c(c1)OCCO2,16,-2,3,10,1.8,-14,41*,-1,25

# Ordered by heavy-atom count (rising): three of the compounds above
SMILES,TIM10 inh,XBP1 UPR activ,NALP3 yeast inh,Mdm2 MdmX PPI,UPR CHOP act,GRIN3A LBD mod,tim10-1 inh,APJ ag,tim23-1 inh
O=C(Nc1ccccc1)Nc1cccc(Cl)c1,-11,0,32,-19,4.0,29*,-17,3,-9
O=C(Nc1ccccc1F)n1ncc2cc(Cl)ccc21,-20,-1,46,12,3.6,-1,11,-1,6
Cc1ccc(C(=O)Nc2cccc3ncccc23)cc1[N+](=O)[O-],7,-2,2,-1,0.3,0,2,-5,8

# Rows are unselected, and some 8.2% of all compounds hit somewhere here.
